OX1R antagonist: human HCRTR1 antagonism | AID 434989 | O43613 | CHO/OX1R cells, Fluo-8 calcium fluorescence, orexin A | 0.43% of 330,000 active | inhibition, % at 5 µM;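 active means inhibition above its plate's threshold, mean inhibition of all tested compounds on the plate plus 3 SD, cut at about 37% in these data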;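 further: 0% = orexin A challenge wells and 100% = SB-334867-A antagonist wells; not every result past the cut was called active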
Target sequence (O43613 whole entry, looked up): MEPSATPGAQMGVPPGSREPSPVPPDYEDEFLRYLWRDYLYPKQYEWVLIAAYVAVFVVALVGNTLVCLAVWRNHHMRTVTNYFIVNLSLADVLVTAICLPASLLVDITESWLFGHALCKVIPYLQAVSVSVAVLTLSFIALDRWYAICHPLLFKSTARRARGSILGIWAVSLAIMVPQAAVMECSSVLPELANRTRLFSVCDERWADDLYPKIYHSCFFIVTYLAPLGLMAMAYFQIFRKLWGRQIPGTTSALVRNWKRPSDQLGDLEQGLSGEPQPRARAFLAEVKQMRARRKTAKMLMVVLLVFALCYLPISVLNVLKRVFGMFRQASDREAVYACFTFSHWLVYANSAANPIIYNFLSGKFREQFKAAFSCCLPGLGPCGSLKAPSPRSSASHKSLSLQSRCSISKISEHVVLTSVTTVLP
CHT allo act: allosteric activators of human choline transporter CHT; B-score at 10 µM; CHT-expressing cells, membrane potential dye, choline EC20; active compounds read high; LV-AA mutant CHT in HEK293 cells; Q9GZV3; AID 488977; 0.49% of 310,000 active;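 active means initial fluorescence not abnormally high and integrated response B-score, plate-corrected, over 3 SD above library mean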
Target sequence (Q9GZV3 whole entry, looked up): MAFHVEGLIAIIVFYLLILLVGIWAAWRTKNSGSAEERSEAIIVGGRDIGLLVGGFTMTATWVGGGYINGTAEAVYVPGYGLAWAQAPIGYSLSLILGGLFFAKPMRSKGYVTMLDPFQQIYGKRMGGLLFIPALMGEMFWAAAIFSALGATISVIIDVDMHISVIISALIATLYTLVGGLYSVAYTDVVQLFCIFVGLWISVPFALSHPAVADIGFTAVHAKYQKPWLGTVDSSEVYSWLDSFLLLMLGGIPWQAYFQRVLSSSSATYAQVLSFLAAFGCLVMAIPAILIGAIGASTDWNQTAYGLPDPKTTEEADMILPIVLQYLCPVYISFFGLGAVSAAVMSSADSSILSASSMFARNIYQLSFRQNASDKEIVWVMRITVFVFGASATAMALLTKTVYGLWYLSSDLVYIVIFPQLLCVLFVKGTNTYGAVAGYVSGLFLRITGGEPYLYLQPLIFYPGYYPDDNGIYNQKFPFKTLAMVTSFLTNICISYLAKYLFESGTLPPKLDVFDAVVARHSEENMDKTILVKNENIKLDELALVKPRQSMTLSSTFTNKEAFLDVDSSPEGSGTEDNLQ
Numbers without * were called inactive; i = inactive; / = not tested or not shown. Compounds as they come. Share with any hit: about 0.8%.

| SMILES | OX1R antagonist | CHT allo act |
| --- | --- | --- |
| O=C(NCc1ccccc1)c1ccc(NC(=O)c2ccco2)cc1 | -15 | i |
| CCOc1ccc(CC(=O)NCC2(N3CCCCC3)CCCCC2)cc1 | -29 | i |
| Cc1nn(C)cc1S(=O)(=O)Nc1ccccc1Br | 17 | i |
| CCOC(=O)N1CCN(C(=O)C(CC(C)C)NS(=O)(=O)c2ccc(C)cc2)CC1 (stereo not given) | 0 | / |
| CCCCN(C(=O)COC(=O)c1nc2nccc(C)n2n1)C1CCS(=O)(=O)C1 (stereo not given) | -7 | / |
| CCN1CCN(c2ccc(S(=O)(=O)N3CCCCC3)cc2NC(=O)/C=C/c2cc(OC)ccc2OC)CC1 | -19 | i |
| CCOC(=O)c1nnn(CC(=O)Nc2ccccc2OC)c1C(=O)OCC | -17 | i |
| CCN(CC)Cc1c(C(=O)N/N=C/c2cccc(OCc3ccc(F)cc3)c2)nnn1-c1nonc1N | -5 | i |
| COc1ccc(S(=O)(=O)Nc2noc3ccccc23)cc1OC | -12 | i |
| Cc1cc(Cl)ccc1NC(=O)C1CCN(S(C)(=O)=O)CC1 | 9 | i |
| COc1cc(/C=C2/C(=O)N(c3ccc(C)c(C)c3)N=C2C)cc([N+](=O)[O-])c1O | -2 | i |
| CCOc1ccc(-c2nn(-c3ccccc3)cc2/C=C(\C#N)S(=O)(=O)c2ccccc2)cc1C | -5 | i |
| Cc1cc(C(=O)N/N=C/c2ccccc2[N+](=O)[O-])c(C)o1 | -21 | i |
| Cc1cccc(N/C(=N/S(=O)(=O)c2ccccc2)c2ccccc2)n1 | -19 | i |
| C=C(C)C(=O)Nc1nnc(-c2cccs2)s1 | -20 | i |
| COC(=O)CN(C#N)c1nc(NC(C)C)nc(OC)n1 | 9 | i |
| COc1ccccc1OCC(O)CO (stereo not given) | -10 | i |
| COc1ccccc1C(=O)NCC(=O)OCC(=O)Nc1cccc(S(=O)(=O)N(C)C)c1 | -33 | i |
| C/C(=N/N=C(/C)c1cccs1)c1cccs1 | -5 | i |
| CS(=O)(=O)c1ccc(-c2cn3cc(C(=O)O)ccc3n2)cc1 | -5 | i |
| CC(=O)N1c2ccc3ccccc3c2C2C=CCC2C1c1ccc(Br)cc1 (stereo not given) | -14 | i |
| CCOC(=O)C(C)Oc1c(C(=O)OC)sc2ncccc12 (stereo not given) | -12 | i |
| CC(Oc1ccc2c(c1)oc(=O)c1ccccc12)C(=O)NCCCN1CCOCC1 (stereo not given) | -21 | i |
| CCn1c(=O)cc(SCC(=O)Nc2cccc(C)n2)c2ccccc21 | -26 | i |
| Cc1ccccc1NC(=O)c1ccccc1NC(=O)c1cccs1 | -15 | i |
| CC(=O)c1ccc(N(C(=O)CNC(=O)c2ccco2)C(C(=O)NC2CCCC2)c2cccnc2)cc1 (stereo not given) | 5 | i |
| Cc1cc(-c2nnc3n2N=C(c2ccccc2)CS3)n[nH]1 | -6 | i |
| Cc1cc(C)nc(SCC(=O)N/N=C/c2cccs2)n1 | -5 | i |
| Cn1cnnc1Sc1ccc(S(C)(=O)=O)cc1[N+](=O)[O-] | 2 | i |
| CCCc1nc(NCCO)c(C#N)c2c1CCCC2 | -28 | i |
| Cc1ccc(C)c(NS(=O)(=O)c2cc(C(=O)Nc3cccc(N(C)S(C)(=O)=O)c3)ccc2C)c1 | 65* | i |
| c1ccc(Cn2nnc3c(N4CCCC4)ncnc32)cc1 | -12 | i |

Sorted by molar mass (ascending): part of the list above.
| SMILES | OX1R antagonist | CHT allo act |
| --- | --- | --- |
| Cn1cnnc1Sc1ccc(S(C)(=O)=O)cc1[N+](=O)[O-] | 2 | i |
| Cc1cccc(N/C(=N/S(=O)(=O)c2ccccc2)c2ccccc2)n1 | -19 | i |
| CC(=O)N1c2ccc3ccccc3c2C2C=CCC2C1c1ccc(Br)cc1 (stereo not given) | -14 | i |
| CCOC(=O)N1CCN(C(=O)C(CC(C)C)NS(=O)(=O)c2ccc(C)cc2)CC1 (stereo not given) | 0 | / |
| CCOc1ccc(-c2nn(-c3ccccc3)cc2/C=C(\C#N)S(=O)(=O)c2ccccc2)cc1C | -5 | i |
| CCN1CCN(c2ccc(S(=O)(=O)N3CCCCC3)cc2NC(=O)/C=C/c2cc(OC)ccc2OC)CC1 | -19 | i |

(more compounds)
| SMILES | OX1R antagonist | CHT allo act |
| --- | --- | --- |
| Cc1onc(NC(=O)NC(=O)c2c(F)cccc2Cl)c1Br | 6 | i |
| O=C(CSc1nnnn1C1CCCCC1)N1CCOCC1 | -2 | i |
| CC(C)Oc1ccc(C(=O)/C(=C\c2cccs2)c2nc3ccccc3o2)cc1 | -15 | i |
| CCCn1nnnc1SCC(=O)N1C(C)CCCC1C (stereo not given) | -5 | i |
| CC(=O)Nc1cccc(OCC(=O)NC(C)c2ccc3ccccc3c2)c1 (stereo not given) | 51* | i |
| CCc1nnc(NC(=O)CSc2nnc(CNC(=O)c3ccc(OC)c(OC)c3)o2)s1 | -3 | i |
| COC(=O)C(Cc1ccccc1)OS(N)(=O)=O (stereo not given) | 5 | i |
| Cc1ccc2nc(-c3ccc(NC(=O)CN4C(=O)NC(C)(c5ccc(OC(F)F)cc5)C4=O)cc3)sc2c1 (stereo not given) | 14 | i |
| Cc1nn(C(C)(C)C)c(OC(=O)c2ccco2)c1Sc1ccccc1 | -9 | i |
| Cc1cc(N)n(-c2nc3ccccc3s2)n1 | -4 | i |
| COc1ccc(Oc2nnc(-c3ccc(C)cc3)c3ccccc23)cc1 | -5 | i |
| Cc1ccc(OCC(=O)NNC(=O)C2CCN(c3ncnc4sc(C)c(C)c34)CC2)cc1 | -35 | i |
| O=C(O)c1cc2n(n1)C(C(F)(F)F)CC(c1ccco1)N2 (stereo not given) | -9 | i |
| COc1ccc(C(O)(CCN2CCCCC2)C2CCCCC2)cc1 (stereo not given) | -19 | i |
| C/C(CC(=O)NCc1ccco1)=N\NC(=O)Cc1ccc(-c2ccccc2)cc1 | -5 | i |
| Cn1ncc(Cl)c1C(=O)NCc1cc(C(C)(C)C)n[nH]1 | -9 | i |
| C[C@H](CO)N1C[C@H](C)[C@@H](CN(C)S(=O)(=O)c2cccs2)Oc2ccc(NC(=O)C3CC3)cc2C1=O | -25 | / |
| CCN(CC)c1ccc(N2C(=NC(=O)C3CC3)SC3CS(=O)(=O)CC32)cc1 (stereo not given) | -8 | i |
| COc1cccc(NC(=O)CN(C)CC(=O)NCC(=O)Nc2ccc(F)cc2)c1 | -13 | / |
| CN(C)c1ccnc2sc(C(=O)NCc3ccccc3)c(N)c12 | -19 | i |
| CCOc1ncccc1C(=O)OCc1ccc([N+](=O)[O-])cc1 | -20 | i |
| Cc1ccccc1OCCc1c(C)[nH]c(=S)[nH]c1=O | -7 | i |
| O=C(N[C@H]1C/C=C\C(c2cccc(F)c2)N(Cc2ccccc2)C(=O)C1)OCC1c2ccccc2-c2ccccc21 (stereo not given in full) | 4 | / |
| COc1ccc(CNC(=O)C(c2ccco2)N(Cc2ccccc2)C(=O)Cc2cccs2)cc1 (stereo not given) | 0 | i |
| COc1ccc(N(C)S(=O)(=O)c2cccc(C(=O)Nc3nnc(C4CC4)s3)c2)cc1 | -37 | i |
| O=C(N/N=C/C=C/c1ccccc1)c1cccnc1 | -5 | i |
| O=C(Nc1ccccc1N1CCCC1)C1CCN(S(=O)(=O)c2ccccc2C(F)(F)F)CC1 | -17 | i |
| Cn1cnc2cc(NC(=O)c3ccco3)ccc21 | -4 | i |
| Cc1nc(NC(=O)c2ccccc2)sc1Cc1ccc2c(c1)OCO2 | -15 | i |
| COc1ccccc1NC(=O)CSc1nnc(CNC(=O)c2ccccc2F)o1 | -21 | i |
| CC1=C(C(=O)OC(C)C)C(c2cccs2)NC(=S)N1 (stereo not given) | -16 | i |
| CCn1cc(C(=O)NC(=S)Nc2cccc(O)c2)cn1 | -12 | i |
| CC(C)(C)OC(=O)NCCCCCNC(=O)c1nc[nH]c1C(=O)NCc1ccccc1 | -30 | / |
| CSc1ccc(/C=C/C(=O)OCC(=O)NC(C)C)cc1 | 5 | i |
| CCN1CCCC(OC(=O)c2cc(-c3ccc(C)cc3)nc3ccccc23)C1 (stereo not given) | -32 | i |
| Cc1ccccc1CN(c1ccc(C(=O)Nc2cccnc2)cc1)S(C)(=O)=O | -13 | i |
| CC1CCCN(C(=S)Nc2ccc(S(=O)(=O)N3CCCCC3)cc2)C1 (stereo not given) | -21 | i |
| Cc1nn(CC#N)c(=O)n1-c1cccc(F)c1 | 5 | i |
| CC(OC(=O)c1ccc2ncsc2c1)C(=O)NC1CCCCC1C (stereo not given) | -18 | i |
| Cc1ccnc(SCC(=O)O)n1 | -5 | i |
| Cc1sc(NC(=S)NC(=O)c2cccs2)nc1-c1ccc(CC(C)C)cc1 | -3 | i |
| COc1ccc(Cl)cc1S(=O)(=O)N1CCC(C(=O)NC2CC2)CC1 | -22 | i |
| COc1cccc(/C=C2\SC(=S)N(CCC(=O)N3CCCCC3CCO)C2=O)c1 (stereo not given) | -86 | i |
| Cc1oc(S(=O)(=O)N2CCCC2)cc1C(=O)Nc1ccccc1 | -14 | i |
| Cc1cc(C(=O)OC(C)C(=O)NC2CCCCC2C)c(C)o1 (stereo not given) | -11 | i |
| CCOC(=O)c1ccc(NC(=O)NC2CC3CCC(C2)N3Cc2nnnn2Cc2ccco2)cc1 (stereo not given) | -37 | i |
| COc1ccc(-c2csc(N3CCN(C(=O)c4ccccc4)CC3)n2)cc1 | -21 | i |
| O=C(Nc1ccc(S(=O)(=O)N2CCCCC2)cc1)c1ccc(F)cc1 | -8 | i |

Further results follow:
SMILES | OX1R antagonist | CHT allo act
CN(CC(=O)Nc1cccc(F)c1)C(=O)CC1CCCCC1 | -19 | i
COc1ccc(-c2csc(NC(=O)CN3C(=O)CCC3=O)n2)cc1OC | -4 | i
CCC(=O)NNC(=O)CSc1nnc(-c2ccccc2)c(-c2ccccc2)n1 | -27 | i
Cc1cccc(Nc2nc(-c3ccc(F)c(C)c3)cs2)n1 | -61 | i
COc1ccccc1NS(=O)(=O)c1cccc(C(=O)N2CCN(C(=O)c3ccco3)CC2)c1 | -13 | /
CCc1c(C(=O)NC(C)C2CCCO2)csc1C (stereo not given) | -8 | i
O=C1CCCC(=NNC(=O)c2cc3ccccc3cc2O)C1 | -14 | /
CCOC(=O)/C(C#N)=N/Nc1c(C)n(C)n(-c2ccccc2)c1=O | -20 | i
C/C(=N\NC(=O)c1cc(C)oc1C)c1ccc2ccccc2c1 | -19 | i
O=c1ccc2cc3c(-c4ccccc4)coc3cc2o1 | / | i
O=C(COC(=O)Cc1ccc(Br)cc1)NC1CC1 | -4 | /
O=C(Nc1cccc2c1CCCC2)c1ccncc1 | -9 | i
CCOc1c(OC(C)=O)ccc(/C=C/c2ccc3cccc(OC(C)=O)c3n2)c1[N+](=O)[O-] | 20 | i
Cc1cccc(C)c1N1CCN(S(=O)(=O)c2ccccc2)CC1 | -8 | i
COc1ccc(NC(=O)CSc2nc3n[nH]c(C)c3c(=N)n2-c2ccc(Cl)c(C)c2)cc1OC | -20 | i
Cc1nc(SCC(=O)Nc2cccc(S(=O)(=O)N3CCOCC3)c2)nc(C)c1C | -10 | /
CC1C(=O)OC2C1CCC1(C)CCC(=O)C(C)C21 (stereo not given) | -19 | i
Cc1ccnn1CCC(=O)N1CCCC(CCC(=O)N2CCN(c3ccccn3)CC2)C1 (stereo not given) | -22 | i
CCOC(=O)c1cnc(-n2nc(C)cc2C)nc1Nc1ccc(O)cc1 | -21 | i
N#Cc1ccc(-n2nccc2-c2cnc3n(c2=O)CCS3)cc1 | -8 | i
O=C(O)c1ccc(NS(=O)(=O)c2cccc(S(=O)(=O)c3ccc(Cl)c(Cl)c3)c2)cc1 | 4 | i
O=C(COC(=O)CNC(=O)c1ccccc1F)Nc1ccc(Cl)cn1 | 0 | /
CCOC(=O)/C=C/[C@H]1CC2(CCO1)SCCCS2 | -11 | /
CC1CN(c2cc3nccnc3cc2F)CC(C)O1 (stereo not given) | -29 | i
CCC1CCCCN1c1cc(C)nc2cc(-c3cccc(C)c3)nn12 (stereo not given) | -48 | i
COC(=O)CSc1nc2c(c(-c3ccc(O)cc3)c1C#N)CCCC2 | -31 | i
CCCCC(=O)Nc1cc([N+](=O)[O-])ccc1Cl | 2 | i
CN(Cc1ccccc1)C(=O)CN1C(=O)NC2(CCCC2)C1=O | -5 | /
CCCNC(=O)Cn1cccc1C(=O)c1ccccc1 | -11 | i
Cc1ccccc1C(=O)NNC(=O)C1CCCN(c2ncccn2)C1 (stereo not given) | -9 | i
N#Cc1ccc(-c2csc(NC(=O)c3ccc(N4C(=O)CCC4=O)cc3)n2)cc1 | -15 | i
Cc1ccc(CNC(=O)CSc2nc3c(sc4ccccc43)c(=O)n2CCCN2CCCC2)cc1 | -33 | i
N=C(N)SCc1nc2ccccn2c1Br | -27 | i
CCCn1nnnc1NC(=O)CSc1ccc(Cl)cc1 | -7 | i
Cc1nc(NC(=O)COC(=O)[C@@H](NC(=O)c2ccco2)C(C)C)c(Cl)cc1Cl | -15 | /
CN(CCC1CCOCC1)C(=O)c1cc(COc2c(F)cccc2F)on1 | -12 | i
O=C(O)c1ccc(COc2ccc3ccccc3c2)o1 | -5 | i
CNc1ccc(C(O)(C(F)(F)F)C(F)(F)F)cc1C(O)(C(F)(F)F)C(F)(F)F | -3 | i
COc1ccc(OC)c(NC(=O)c2cc3sccc3n2C)c1 | -28 | i
CC(=O)c1ccc(C(=O)NC2CC(C)(C)Cc3c2cnn3-c2ccccc2)cc1 (stereo not given) | -17 | i
Cc1ccc(S(=O)(=O)N2CCC(C(=O)NCC(C)(C)N3CCOCC3)CC2)c(C)c1 | -25 | /
COc1ccc(N(CC(=O)Nc2cc(Cl)ccc2C)S(=O)(=O)c2c(C)n[nH]c2C)cc1 | -16 | i
CC(NC(=O)C12CC3CC(CC(C3)C1)C2)c1ccc(F)cc1 (stereo not given) | -40 | i
Cc1noc(C)c1COc1cccc(C(=O)N2CCN(C/C=C/c3ccccc3)CC2)c1 | -7 | i

Bioassay records (PubChem)
